High-throughput results (PubChem BioAssay)
EP2 mod: EP2 receptor (human) modulation. EP2-expressing cells, cAMP HTRF FRET, PGE2 co-stimulation. induction, % at 25 µM. actives 0.83% (n = 260,000);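 active means compounds whose cAMP rise, as percent of the full-agonist control response, exceeds 60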;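 further: rat C6 glioma line stably carrying human EP2 under a CMV promoter; the protocol text gives 20 µM as final concentration; 100% = response of wells given 1 µM PGE2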
Target sequence (P43116 whole entry, looked up): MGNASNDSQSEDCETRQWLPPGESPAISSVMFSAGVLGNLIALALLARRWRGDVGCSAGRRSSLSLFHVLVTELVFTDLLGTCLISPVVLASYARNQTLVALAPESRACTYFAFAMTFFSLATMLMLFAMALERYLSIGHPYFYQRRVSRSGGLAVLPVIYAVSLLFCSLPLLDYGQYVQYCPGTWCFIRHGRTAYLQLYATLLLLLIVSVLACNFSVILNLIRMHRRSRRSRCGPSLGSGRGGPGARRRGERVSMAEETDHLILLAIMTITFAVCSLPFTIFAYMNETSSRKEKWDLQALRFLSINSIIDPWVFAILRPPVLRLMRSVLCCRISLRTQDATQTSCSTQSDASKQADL
EP2 antag: EP2 receptor (human) inhibition; C6 glioma cells expressing human EP2, cAMP TR-FRET; cells stimulated with saturating PGE2; inhibition, % at 25 µM; actives 0.52% (n = 260,000); AID 1422;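 active means percent inhibition above 40 after rounding to a whole number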;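 further: rat C6 glioma host cells with rolipram phosphodiesterase inhibitor present; the protocol text gives 20 µM as final concentration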
Starred values were filed as active, the others as inactive. The list is partial, so the mix of outcomes need not match the whole.

(1) C=CCNC(=O)C(C)Sc1nnc2c(n1)[nH]c1ccccc12 (centres undefined)
(2) Cc1nn(C)cc1S(=O)(=O)Nc1ccccc1OCCN1CCC(C)CC1
(3) Cc1cc2nc(-c3ccc(SCC(=O)Nc4sc(C)c(C)c4C#N)nc3)[nH]c2cc1C
(4) O=C(CN1C(=O)CSC1=O)N1CCN(c2ccccc2)CC1
(5) CCOC(=O)n1ccn(C)c1=S
(6) OC(CN1CCN(c2ccc(F)cc2)CC1)c1ccc2c(c1)CCO2 (centres undefined)
(7) CCCC(=O)Nc1ccc(NC(=O)CSc2nnc(-c3ccncc3)n2CC)cc1
(8) CCOc1ccc2[nH]c(=O)c(CN(Cc3ccc(C)cc3)C(=O)NC3CCCCC3)cc2c1

Compound	1	2	3	4	5	6	7	8
EP2 mod	30	1	3	-21	5	-57	4	19
EP2 antag	10	3	18	6	8	8	9	12

(9) O=C(c1cccc(Cl)c1)N1N=C(C(F)(F)F)CC1(O)C1CCCCC1 (centres undefined)
(10) CCCOc1ccc(Cc2nc(N)c(NC(C)=O)c(=O)[nH]2)cc1
(11) COc1ccc(NC(=O)CSc2nnc(COc3ccccc3C)n2C)c(OC)c1
(12) CCc1nc2sc3c(c2c2nnc(SCC(=O)Nc4nccs4)n12)CCC(C)C3 (centres undefined)
(13) Cc1cc(N2CCN(C(=O)c3cc(=O)c4cc(C)c(C)cc4o3)CC2)nc(C)n1
(14) CC(C)(C)NC(=O)CSc1nc2ccccc2n1Cc1c(F)cccc1Cl
(15) COC(=O)c1ccc(S(=O)(=O)N2CCc3ccccc3C2)cc1
(16) COCCn1nnnc1C(c1ccc(C)cc1)N1CCN(c2ccc(O)cc2)CC1 (centres undefined)

Compound	9	10	11	12	13	14	15	16
EP2 mod	85*	-30	-43	-23	-26	47	-10	21
EP2 antag	11	10	8	9	6	4	12	9

Reformatted with values under each structure: part of the list above
Fields: EP2 mod | EP2 antag
1: C=CCNC(=O)C(C)Sc1nnc2c(n1)[nH]c1ccccc12 (centres undefined)
 : 30 | 10
2: Cc1nn(C)cc1S(=O)(=O)Nc1ccccc1OCCN1CCC(C)CC1
 : 1 | 3
3: Cc1cc2nc(-c3ccc(SCC(=O)Nc4sc(C)c(C)c4C#N)nc3)[nH]c2cc1C
 : 3 | 18
4: O=C(CN1C(=O)CSC1=O)N1CCN(c2ccccc2)CC1
 : -21 | 6
5: CCOC(=O)n1ccn(C)c1=S
 : 5 | 8
6: OC(CN1CCN(c2ccc(F)cc2)CC1)c1ccc2c(c1)CCO2 (centres undefined)
 : -57 | 8
7: CCCC(=O)Nc1ccc(NC(=O)CSc2nnc(-c3ccncc3)n2CC)cc1
 : 4 | 9
8: CCOc1ccc2[nH]c(=O)c(CN(Cc3ccc(C)cc3)C(=O)NC3CCCCC3)cc2c1
 : 19 | 12
9: O=C(c1cccc(Cl)c1)N1N=C(C(F)(F)F)CC1(O)C1CCCCC1 (centres undefined)
 : 85* | 11
10: CCCOc1ccc(Cc2nc(N)c(NC(C)=O)c(=O)[nH]2)cc1
 : -30 | 10
11: COc1ccc(NC(=O)CSc2nnc(COc3ccccc3C)n2C)c(OC)c1
 : -43 | 8
12: CCc1nc2sc3c(c2c2nnc(SCC(=O)Nc4nccs4)n12)CCC(C)C3 (centres undefined)
 : -23 | 9
13: Cc1cc(N2CCN(C(=O)c3cc(=O)c4cc(C)c(C)cc4o3)CC2)nc(C)n1
 : -26 | 6
14: CC(C)(C)NC(=O)CSc1nc2ccccc2n1Cc1c(F)cccc1Cl
 : 47 | 4

The results go on:
(17) CC(C)=C[C@H]1[C@H](COC(=O)c2cc3c(cc2Cl)OCO3)C1(C)C
(18) COc1ccc(NC(=S)N(Cc2ccco2)Cc2cc3cc(C)ccc3[nH]c2=O)cc1
(19) CCOCC(=O)Nc1ccc(S(=O)(=O)N2CCCCC2)cc1
(20) CC[N+](C)(CC[N+](C)(C)C)Cc1cc2ccccc2o1 (centres undefined)
(21) O[C@@H](c1cc(-c2ccc(Cl)cc2)nc2ccccc12)[C@@H]1CCCCN1
(22) Cc1ccccc1NC(=O)Cn1cc(C(=O)c2cccs2)c2ccccc21
(23) O=C1COc2ccc(S(=O)(=O)N3CCCC(CO)C3)cc2N1 (centres undefined)
(24) Cn1ncc2c1CCc1sc(NC(=O)CN(C3CCCCC3)S(C)(=O)=O)nc1-2

Compound	17	18	19	20	21	22	23	24
EP2 mod	34	13	-23	-3	-1	-11	-12	-55
EP2 antag	10	12	6	6	13	11	5	8

(25) Cc1ccc(S(=O)(=O)N[C@H](C(=O)O)C(C)C)cc1
(26) Cc1ccc(-c2cc(C(F)F)n3ncc(C(=O)N(C)Cc4cn(C)nc4C)c3n2)cc1
(27) Cc1ccc2nsnc2c1S(=O)(=O)N(Cc1ccccc1)Cc1cc2cccc(C)c2[nH]c1=O
(28) CCOc1ccc2c(c1)C1(SC(NC(C)=O)=NN1C(C)=O)C(=O)N2C(C)=O (centres undefined)
(29) CCOC(=O)c1cnc(SCC(=O)NNC(=O)c2ccco2)nc1N
(30) COc1cccc(CNc2n[nH]c3nc(C)cc(C)c23)c1O
(31) CC1CCc2c(sc3ncn(C4CCN(CC(=O)N(C)C)CC4)c(=O)c23)C1 (centres undefined)
(32) COc1cccc(NC(=O)CSc2nnc3c4c5c(sc4ncn23)CC(C)CC5)c1 (centres undefined)

Compound	25	26	27	28	29	30	31	32
EP2 mod	29	9	-58	-19	2	-69	0	25
EP2 antag	7	8	24	12	9	6	10	11

(33) CC(C)C[C@@H](N)C(=O)Nc1ccc2ccccc2c1
(34) C[C@@]12CC[C@@H]3[C@H](CCC4=CC(=O)CC[C@]43C)[C@H]1CC[C@H]2C(=O)COS(=O)(=O)c1ccc(Br)cc1
(35) C[N+](C)(C)c1ncnc2c1ncn2[C@@H]1CCCCO1
(36) O=C(Cc1n[nH]c(=O)c2ccccc12)N1CCC2(CC1)Nc1ccccc1-n1cccc12
(37) COc1ccccc1CN(C(=O)c1cccs1)C(C(=O)NC1CCCCC1)c1ccco1 (centres undefined)
(38) Cc1cc2ccccc2n2c(SCC(=O)N(C(C)C)C(C)C)nnc12
(39) COc1cccc(C(c2nnnn2C2CCCC2)N2CCN(C)CC2)c1OC (centres undefined)
(40) CCC(c1nnnn1C(C)(C)C)N(Cc1ccco1)Cc1cc2cc(C)ccc2[nH]c1=O (centres undefined)

Compound	33	34	35	36	37	38	39	40
EP2 mod	-14	17	22	15	23	-26	-5	59
EP2 antag	15	44*	12	2	12	10	9	9

(41) Cn1c(NCc2ccccc2)nc2ccccc21
(42) CCOc1ccc(NC(=S)N2CCC(c3nc4ccccc4s3)CC2)cc1
(43) COc1ccc(OC)c(NC(=O)Cn2nc(-c3ccc(C)o3)cc(N)c2=O)c1
(44) COc1cc(NC(=O)c2c(OC)cccc2OC)ccc1NC(=O)c1cc2ccccc2o1
(45) Cc1ccc2cc(CN(Cc3ccc4c(c3)OCO4)Cc3nnnn3Cc3ccccc3)c(=O)[nH]c2c1
(46) CCC(=O)Nc1nnc(CCS(=O)(=O)c2ccc(C)cc2)s1
(47) N#Cc1cc2cc3c(cc2nc1SCC(=O)Nc1ccc2c(c1)OCCO2)OCCO3
(48) CCC(CC)N1CCN(C2CCN(Cc3ccccc3)CC2)CC1

Compound	41	42	43	44	45	46	47	48
EP2 mod	-48	-114	-77	-45	20	25	58	-75
EP2 antag	11	5	12	12	12	5	23	25

(49) CC(C)N1CC23C=CC(O2)C(C(=O)NC2(c4ccc(F)cc4)CCCC2)C3C1=O (centres undefined)
(50) CCC(C)NC(=O)C1CC(c2cccc(Br)c2)=NO1 (centres undefined)
(51) CC(C)NC(=O)Cn1ccc2ccc(C#N)cc21
(52) Nc1nc(N)c(CCCCc2ccccc2)c(N)n1
(53) NS(=O)(=O)c1cccc(NS(=O)(=O)c2ccc3c4c(cccc24)C(=O)N3)c1
(54) COc1ccc(NC(=O)C2CCN(C(=O)c3ccccc3Cl)CC2)cc1Cl
(55) Cc1ccc(OCC(=O)Nc2ccccc2N2CCN(C(=O)C(C)C)CC2)cc1C
(56) COc1cc(N=C(N)N=C(N)N)c2ncccc2c1

Compound	49	50	51	52	53	54	55	56
EP2 mod	-18	-5	-16	-21	0	-33	57	21
EP2 antag	0	13	16	14	10	8	8	7

(57) COc1ccc(CC(=O)Nc2nc3ccc(S(C)(=O)=O)cc3s2)cc1OC
(58) Cc1ccc(C)c2nc(SCC(=O)Nc3ccccc3-c3ccccc3)c(C#N)cc12
(59) Cn1c(SCC(=O)Nc2ccc3c(c2)OCCO3)nnc1-c1ccccc1
(60) Cc1ccc(C2(O)CC3CCC(C2)N3C(=O)C2CCC2)cc1 (centres undefined)
(61) CCOc1cc(C2NC(=O)NC(c3ccccc3)=C2C(N)=O)c(Cl)cc1O (centres undefined)
(62) CCc1nnc2sc(-c3ccc(NC(=O)C(C)C)cc3)nn12
(63) CCN(CC)c1ccc(NC(=O)COc2ccc3c(C)cc(=O)oc3c2)cc1
(64) COc1ccccc1CC(=O)Nc1nnc(C(C)C)s1

Compound	57	58	59	60	61	62	63	64
EP2 mod	19	43	-31	-28	15	-11	-3	-12
EP2 antag	5	14	13	5	11	6	13	9

(65) NC1CONC1=O (centres undefined)
(66) NCC(O)CN1CCN(Cc2ccccc2)CC1 (centres undefined)
(67) O=C(Cn1nc(-c2cccnc2)oc1=O)N1CCCC1
(68) Cc1ccc2cc(CN(Cc3ccco3)C(=S)Nc3ccccc3)c(=O)[nH]c2c1C
(69) Cc1cc2cc3c(cc2n2c(=O)n(CC(=O)NC4CC4)nc12)OCO3
(70) COc1ccc(NC(=O)Cn2nc(-c3ccco3)cc(N)c2=O)cc1
(71) CCC(C(=O)NC(c1ccc(F)c(F)c1)c1nccn1C)c1ccccc1 (centres undefined)
(72) O=C(CSc1ncccc1-c1nc2ccccc2[nH]1)Nc1ccccc1F

Compound	65	66	67	68	69	70	71	72
EP2 mod	18	-19	-282	-39	-2	-13	28	-29
EP2 antag	7	12	6	7	6	10	6	18

(73) Cc1ccc(N(CC(=O)NCc2ccccn2)S(C)(=O)=O)cc1C
(74) CC(=O)Oc1cccc2ccc[n+](C)c12
(75) CC(=O)N[C@@H](Cc1c[nH]c2ccccc12)C(N)=O
(76) CC1(C)[C@H]2CC[C@]1(C)[C@H](OC(=O)/C=C/c1ccccc1)C2
(77) Cc1ccc(-c2noc(=O)n2CC(=O)Nc2sc(C)c(C)c2C#N)cc1
(78) COc1ccc(C(=O)Nc2ccc(N3CCN(C(=O)C(C)C)CC3)cc2)cc1
(79) Cc1cc2ccccc2n2c(=O)n(CC(=O)Nc3ccc4c(c3)OC(C)(C)O4)nc12
(80) COc1cc(NC(=O)CN2C(=O)COc3ccccc32)cc(OC)c1

Compound	73	74	75	76	77	78	79	80
EP2 mod	-22	0	8	23	11	1	-15	-36
EP2 antag	6	8	7	12	13	9	8	5

(81) C=CCN1C(=O)/C(=C\C=C2/Sc3ccccc3N2CCCS(=O)(=O)O)SC1=S
(82) COc1ccc(-c2cc(C(F)(F)F)nc(SCC(=O)Nc3ccccc3SC)n2)cc1OC
(83) Cc1cccnc1C1(O)CCN(C(=O)Cc2ccccc2Cl)CC1
(84) OCCN(Cc1cccnc1)Cc1cn[nH]c1-c1ccc(Cl)cc1
(85) CN(Cc1cccc2ncccc12)C(=O)c1cnn(-c2ccc(F)cc2)c1
(86) CCOc1ccc(C(=O)C2CCN(S(=O)(=O)c3ccc(NC(C)=O)cc3)CC2)cc1
(87) CCC(CN1CCOCC1)NC(=O)Cc1sc(C)nc1-c1cc(C)ccc1C (centres undefined)
(88) Cc1sc2nc(CN(Cc3cccs3)C(=O)CCc3ccccc3)[nH]c(=O)c2c1C

Compound	81	82	83	84	85	86	87	88
EP2 mod	-47	-18	-45	-32	-40	-56	-28	6
EP2 antag	8	8	1	3	10	16	5	8

(89) O=C(Cn1c(-c2cccs2)cc2cccnc21)NCc1cccnc1
(90) Cc1nnc(NC(=O)Cn2nnc3ccccc32)s1
(91) COc1cc(NC(=O)c2ccc(F)cc2)ccc1NC(=O)c1ccco1
(92) COc1ccc(C(NC(=O)c2cnc(C)cn2)c2nccn2C)cc1 (centres undefined)
(93) O=C(Nc1ccc(F)c(F)c1)c1nc2ncccn2n1
(94) COc1ccc(Cl)cc1NC(=O)CSc1n[nH]c(-c2ccccc2O)n1
(95) Cc1ccc2cc(CN(Cc3cccnc3)Cc3nnnn3CC3CCCO3)c(=O)[nH]c2c1 (centres undefined)

Compound	89	90	91	92	93	94	95
EP2 mod	-2	22	-51	-6	-26	-68	-10
EP2 antag	3	10	5	6	16	14	8
